# Pf Dd2 inh: inhibitors of Plasmodium falciparum Dd2 growth. 2.3% of 94,000 active. P. falciparum Dd2 growth, SYBR Green, 72 h; stronger effect = lower value. activity change, % at 10 µM; in the data active = activity change below about -80%; inconclusive = no clear call, values can overlap the other calls
# KDM4C inh: inhibitors of human demethylase GASC-1 KDM4C; GST-KDM4C 2-372, H3K9me3 peptide, LANCE TR-FRET; Q9H3R0; inhibition, % at 12.5 µM; AID 720574; 0.15% of 96,000 active;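 active = mean replicate inhibition above about 25%, with at least 55% of replicates also reaching it, limit read from the data, passing the limit was not always enough; inconclusive = only one of those two conditions met; inactive = neither condition met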
# Target sequence (Q9H3R0 2-372 limits assumed): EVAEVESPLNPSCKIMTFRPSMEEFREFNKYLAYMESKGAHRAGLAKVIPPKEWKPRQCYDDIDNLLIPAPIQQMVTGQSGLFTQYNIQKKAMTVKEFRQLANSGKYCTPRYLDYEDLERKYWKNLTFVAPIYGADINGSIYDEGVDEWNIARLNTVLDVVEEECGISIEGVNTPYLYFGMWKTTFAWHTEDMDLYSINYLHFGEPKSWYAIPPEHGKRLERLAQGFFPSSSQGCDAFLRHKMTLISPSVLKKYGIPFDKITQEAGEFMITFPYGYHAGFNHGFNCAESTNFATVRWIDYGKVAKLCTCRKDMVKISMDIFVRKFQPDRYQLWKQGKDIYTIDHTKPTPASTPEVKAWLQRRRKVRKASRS
#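 Test system: N-terminal GST-fused human GASC-1 (KDM4C) fragment, residues 2-372; quantity: GASC-1 enzyme at 10 nM final in reaction; dosing: single dose; schedule: 30 min demethylation and 1 h detection at room temperature; signal: LANCE TR-FRET, excitation 340 nm, emissions 618 and 671 nm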
# T cruzi growth: blocks T. cruzi growth in NIH3T3 culture; T. cruzi beta-gal in NIH3T3, GalScreen luminescence, 90 h; 5.9% of 77,000 active; AID 624255; inhibition, % at 8.34 µM;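 active = mean inhibition above about 93%, with at least 55% of replicates each passing it, limit read from the data, passing the limit was not always enough; inconclusive = only one of those two conditions holds; inactive = neither condition holds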
# C diff growth: inhibitors of Clostridium difficile growth; Clostridium difficile clinical isolate growth, OD600, 24 h; stronger effect = lower value; growth activity, negative = inhibition, % at 16 µg/mL (by protocol); 0.25% of 86,000 active; AID 1259249;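 active = mean growth activity at or below -80% and every replicate also at or below -80%; inconclusive = mean at or below -80% but some replicate above -80%; inactive = mean growth activity above -80%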;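 note: 0% = DMSO wells and -100% = levofloxacin 16 µg/mL wells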
# * = called active by the depositor; ? = inconclusive; . = not tested or not shown; & = joins results of further samples.
SMILES,Pf Dd2 inh,KDM4C inh,T cruzi growth,C diff growth
COc1ccc(S(=O)(=O)Nc2ccc3c(c2)C(=O)N([C@@H](C)CO)C[C@@H](C)[C@H](CN(C)C(=O)Cc2ccccc2)OCCCC[C@@H](C)O3)cc1,-24,0.5,73,4
O=C(C[C@H]1C[C@H]2c3cc(NC(=O)c4cccnc4)ccc3O[C@H]2[C@H](CO)O1)NCc1ccccc1F,7,1.9,-19,1
Cc1ccc(S(=O)(=O)N[C@H]2CC[C@@H](CC(=O)N3CCN(c4ccccc4)CC3)O[C@@H]2CO)cc1,3,-0.8,20,-2
CCC(=O)N[C@@H]1C=C[C@@H](CC(=O)NCc2cc(F)cc(F)c2)O[C@H]1CO,10,1.0,-2,.
O=C(C[C@@H]1C=C[C@H](NC(=O)c2ccccn2)[C@@H](CO)O1)NCc1cc(F)cc(F)c1,5,-2.3,-21,.
C[C@H]1CN([C@@H](C)CO)C(=O)Cc2cc(NC(=O)Nc3ccc(F)cc3)ccc2O[C@H]1CN(C)S(=O)(=O)c1ccccc1,5,-1.1,1,-5
C[C@H](CO)N1C[C@H](C)[C@@H](CN(C)Cc2ccc(C(=O)O)cc2)Oc2ccc(NC(=O)NC3CCCCC3)cc2CC1=O,9,0.7,50,1
C[C@H](CO)N1C[C@H](C)[C@@H](CN(C)S(C)(=O)=O)Oc2cc(-c3ccccc3F)ccc2S1(=O)=O,-13,-0.8,-30,-12
COCc1cn(CC[C@H]2CC[C@H](NC(=O)c3ccccc3)[C@@H](CO)O2)nn1,-14,0.2,-13,6
CCc1csc(N2[C@H](C#N)[C@H](c3ccc(C4=CCCC4)cc3)[C@H]2CO)n1,-28,-1.9,103*,4
COc1ccc(NC(=O)N[C@H]2CC[C@H](CCNC(=O)CCN3CCCCC3)O[C@@H]2CO)cc1,-8,1.0,-20,.
CCCC#Cc1cnc2c(c1)C(=O)N([C@H](C)CO)C[C@@H](C)[C@H](CN(C)C(=O)Nc1ccccc1OC)O2,?,-1.6,64,-5
O=C(C[C@H]1CC[C@H]2[C@@H](COC[C@@H](O)CN2C(=O)c2cnccn2)O1)NCc1ccc(F)cc1,.,0.2,1,-5&-14
CN(C)c1ccc2c(c1)[C@H]1C[C@H](CC(=O)NCc3ccc(-c4ccccc4)cc3)O[C@@H](CO)[C@H]1O2,-37,4.0,114*,-8
COc1cccc(C#Cc2cnc3c(c2)C(=O)N([C@@H](C)CO)C[C@@H](C)[C@@H](CN(C)C(=O)C2CCCCC2)O3)c1,0,-1.0,57,3
COc1ccc(NC(=O)N(C)C[C@H]2Oc3ncc(-c4cccnc4)cc3C(=O)N([C@H](C)CO)C[C@@H]2C)cc1,-83*,-0.8,-51,-7
C[C@H](CO)N1C[C@H](C)[C@H](CN(C)C(=O)NC2CCCCC2)Oc2ncc(-c3ccccc3)cc2C1=O,13,1.9,-102,-3
CS(=O)(=O)Nc1ccc2c(c1)[C@H]1C[C@H](CC(=O)NCC3CC3)O[C@H](CO)[C@H]1O2,12,1.3,23,.
CCCC#Cc1cnc2c(c1)C(=O)N([C@@H](C)CO)C[C@H](C)[C@@H](CN(C)S(=O)(=O)c1cccc(OC)c1)O2,-55,-0.1,83,-5
Cc1cc(C(=O)Nc2cccc3c2O[C@H](CN(C)S(=O)(=O)c2ccc(F)cc2)[C@H](C)CN([C@@H](C)CO)C3=O)n(C)n1,3,0.9,34,-3
CC(C)CC#Cc1cnc2c(c1)C(=O)N([C@@H](C)CO)C[C@@H](C)[C@@H](CN(C)C(=O)c1cnccn1)O2,29,17,22,-12
N#C[C@@H]1[C@H](c2ccc(C#Cc3ccccc3F)cc2)[C@@H](CO)N1C(=O)C1CCC1,-36,-5.1,?,-11
CC(C)CC#Cc1ccc2c(c1)O[C@H](CN(C)C(=O)c1cccc(F)c1)[C@@H](C)CN([C@H](C)CO)S2(=O)=O,-41,-1.7,120*,6
COc1ccccc1S(=O)(=O)N(C)C[C@@H]1Oc2cc(C#CCC(C)C)ccc2S(=O)(=O)N([C@@H](C)CO)C[C@H]1C,-89*,1.9,?,8
CCNC(=O)C[C@H]1CC[C@@H](NC(=O)C2CCC2)[C@H](CO)O1,.,-3.4,.,2

# Single records, from the list above.
# Profile of O=C(C[C@H]1CC[C@H]2[C@@H](COC[C@@H](O)CN2C(=O)c2cnccn2)O1)NCc1ccc(F)cc1 → Pf Dd2 inh: .; KDM4C inh: 0.2; T cruzi growth: 1; C diff growth: -5&-14
# Profile of COCc1cn(CC[C@H]2CC[C@H](NC(=O)c3ccccc3)[C@@H](CO)O2)nn1 → Pf Dd2 inh: -14; KDM4C inh: 0.2; T cruzi growth: -13; C diff growth: 6
# Profile of CC(C)CC#Cc1ccc2c(c1)O[C@H](CN(C)C(=O)c1cccc(F)c1)[C@@H](C)CN([C@H](C)CO)S2(=O)=O → Pf Dd2 inh: -41; KDM4C inh: -1.7; T cruzi growth: 120*; C diff growth: 6

# The listing continues:
SMILES,Pf Dd2 inh,KDM4C inh,T cruzi growth,C diff growth
Cc1ccc(S(=O)(=O)Nc2ccc3c(c2)C(=O)N([C@@H](C)CO)C[C@@H](C)[C@H](CN(C)S(=O)(=O)c2cn(C)cn2)OCCCC[C@@H](C)O3)cc1,7,9.8,22,0
COc1ccc(NC(=O)N(C)C[C@H]2Oc3ccc(NC(=O)NC4CCCCC4)cc3CC(=O)N([C@H](C)CO)C[C@H]2C)cc1,6,1.5,57,-7
COCC(=O)N1CCC2(CC1)CN(Cc1cccc(Cl)c1)[C@H](CO)c1[nH]c3cc(OC)ccc3c12,-71,-0.5,.,1
CO[C@H](CN(C)C(=O)c1ccc2c(c1)OCO2)[C@H](C)CN([C@H](C)CO)S(=O)(=O)c1ccc(F)cc1,6,-1.0,18,.
Cn1cnc(CCNC(=O)C[C@H]2CC[C@H]3[C@@H](COC[C@H](O)CN3C(=O)Nc3ccc(Cl)cc3)O2)c1,1,-1.8,44,.
O=C(N[C@@H]1CC[C@H](CCn2cc(-c3ccccn3)nn2)O[C@@H]1CO)c1cccnc1,-18,2.9,-69,8
C[C@H](CO)N1C[C@H](C)[C@@H](CN(C)C(=O)C2CCCCC2)Oc2ncc(C#CC3CC3)cc2C1=O,-15,2.2,-10,.
C[C@@H]1CN([C@@H](C)CO)C(=O)c2cccc(NS(=O)(=O)c3ccccc3)c2O[C@H]1CN(C)C(=O)Nc1ccc(C(F)(F)F)cc1,-12,-0.8,24,-10
C[C@H](CO)N1C[C@H](C)[C@@H](CN(C)C(=O)CCC(F)(F)F)OCCCC[C@H](C)Oc2ccc(NS(C)(=O)=O)cc2C1=O,.,-0.3,0,-1
CCCNC(=O)N[C@H]1CC[C@H](CC(=O)NC2CCCCC2)O[C@H]1CO,0,-1.2,.,2
O=S(=O)(c1ccc(F)cc1)N1CC[C@@H]2[C@@H](CO)Nc3ccc(-c4ccc(F)cc4)cc3[C@@H]21,3,-0.2,34,7
C[C@@H]1CN([C@H](C)CO)C(=O)c2cccc(NC(=O)C3CCOCC3)c2O[C@@H]1CN(C)C,-6,-0.3,.,9&-4
CN(C)CC(=O)Nc1ccc2c(c1)[C@@H]1C[C@H](CC(=O)NC3CCCC3)O[C@@H](CO)[C@@H]1O2,-4,1.0,-29,.
C[C@@H]1CCCCO[C@@H](CN(C)C(=O)Nc2ccccc2)[C@@H](C)CN([C@H](C)CO)C(=O)c2cc(NS(=O)(=O)c3cn(C)cn3)ccc2O1,73,-1.1,9,-2
C[C@@H]1CN([C@H](C)CO)C(=O)c2cccc(NC(=O)C3CCCCC3)c2O[C@H]1CN(C)Cc1ccccc1,-39,-0.7,84,2
C[C@H]1CN([C@@H](C)CO)C(=O)Cc2cc(N(C)C)ccc2O[C@@H]1CN(C)C,13,0.1,31,-2
CNC[C@H]1Oc2ccc(NS(=O)(=O)c3ccccc3)cc2CC(=O)N([C@@H](C)CO)C[C@@H]1C,11,-0.1,3,-1
O=C(C1CCC1)N1CC(=O)N2[C@H](C1)[C@H](c1ccc(C#Cc3cccc(F)c3)cc1)[C@@H]2CO,3,.,.,-16
O=C(C[C@H]1C[C@H]2c3cc(NC(=O)CC4CC4)ccc3O[C@H]2[C@@H](CO)O1)NCc1cc(F)ccc1F,16,-0.9,0,5
CO[C@H]1CN(C)C(=O)c2cc(NC(=O)NC3CCCCC3)ccc2OC[C@H](C)NC[C@@H]1C,.,2.5,3,.
CN1C(=O)c2cc(NC(=O)C3CCOCC3)ccc2OC[C@@H]2O[C@@H](CC(=O)NCC3CC3)CC[C@@H]21,6,7.0,8,-1
COCC(=O)N1CC2(C1)CN(C(=O)Cc1ccccc1)[C@@H](CO)c1c2c2ccc(OC)cc2n1C,-27,0.2,.,-4
CC(C)NC(=O)N[C@@H]1CC[C@@H](CC(=O)NCCCN(C)C)O[C@H]1CO,38,2.3,-17,.
CCNC(=O)C[C@H]1CC[C@@H]2[C@@H](COc3ccc(NC(=O)c4cccc(C(F)(F)F)c4)cc3C(=O)N2C)O1,-47,-2.8,-22,-8
CCc1csc(N2[C@H](C#N)[C@H](c3ccccc3-c3ccc(F)cc3)[C@H]2CO)n1,-93*,-2.0,.,-1
SMILES,Pf Dd2 inh,KDM4C inh,T cruzi growth,C diff growth
C[C@@H]1CCCCO[C@@H](CN(C)C(=O)NC2CCCCC2)[C@@H](C)CN([C@@H](C)CO)C(=O)c2cc(NC(=O)CCCN(C)C)ccc2O1,16,1.5,-8,-4
C[C@H](CO)N1C[C@H](C)[C@@H](CN(C)C(=O)Nc2ccc(C(F)(F)F)cc2)Oc2ncc(-c3cccnc3)cc2C1=O,-68,-0.6,33,-3
C[C@H](CO)N1C[C@H](C)[C@H](CN(C)Cc2ccc(C(F)(F)F)cc2)Oc2ccc(NC(=O)Nc3cccc4ccccc34)cc2C1=O,8,8.1,49,4
COCC(=O)Nc1ccc2c(c1)OC[C@@H](C)N(Cc1cccc(F)c1)C[C@H](C)[C@@H](OC)CN(C)C2=O,-8,0.1,24,.
CC(C)NC(=O)N1[C@@H](CO)[C@H](c2ccccc2)C12CN(C(=O)c1ccccn1)C2,-29,-0.8,.,-7
CCCNC(=O)Nc1ccc2c(c1)OC[C@H](C)N(Cc1ccccc1)C[C@H](C)[C@H](OC)CN(C)C2=O,-25,0.4,2,-3
C[C@H](CO)N1C[C@H](C)[C@@H](CN(C)Cc2ccc(C(F)(F)F)cc2)OCc2cnnn2CCCC1=O,-19,.,33,4
C[C@@H](NC(=O)C[C@@H]1CC[C@H]2[C@@H](COC[C@H](O)CN2C(=O)Nc2ccccc2)O1)c1ccccc1,15,3.2,47,.
O=C(C[C@H]1CC[C@@H]2[C@H](COC[C@H](O)CN2C(=O)c2ccccc2)O1)Nc1nccs1,-7,1.8,-13,-1&-6
O=C(C[C@@H]1C[C@H]2c3cc(NS(=O)(=O)c4ccc(F)cc4)ccc3O[C@H]2[C@@H](CO)O1)NCCc1ccccc1,-1,0.2,.,-9
CC(C)NC(=O)N(C)C[C@H]1OCc2cnnn2CCCC(=O)N([C@@H](C)CO)C[C@H]1C,6,-2.2,-23,4
O=C(C[C@@H]1C[C@@H]2c3cc(NC(=O)NC4CCCC4)ccc3O[C@@H]2[C@H](CO)O1)NCc1ccc2c(c1)OCO2,6,-0.9,.,-12
COc1ccc(C#Cc2ccc([C@H]3[C@H]4CN(C(=O)c5ccccc5)CC(=O)N4[C@H]3CO)cc2)cc1,-80,-2.5,.,-5
O=C(C[C@H]1C=C[C@@H](NS(=O)(=O)c2ccc(F)cc2)[C@@H](CO)O1)NCc1ccncn1,26,2.3,-23,.
C[C@H](CO)N1C[C@H](C)[C@H](CN(C)S(=O)(=O)c2cccs2)Oc2ccc(NS(=O)(=O)c3ccc(F)cc3)cc2CC1=O,-53,1.2,21,9
CC(C)C#Cc1cnc2c(c1)C(=O)N([C@@H](C)CO)C[C@H](C)[C@@H](CN(C)C(=O)CN1CCOCC1)O2,35,.,0,-1
COc1ccc2c3c([nH]c2c1)[C@H](CO)N(C(=O)c1ccccc1)CC31CCN(Cc2cccnc2)CC1,-75,-0.7,.,5
COc1cccc(CNC(=O)C[C@@H]2CC[C@H](NS(=O)(=O)c3ccccc3OC)[C@@H](CO)O2)c1,8,-0.9,40,-1
COc1ccc(NC(=O)Nc2ccc3c(c2)C(=O)N([C@@H](C)CO)C[C@@H](C)[C@@H](CN(C)Cc2ccc(C(=O)Nc4ccccc4N)cc2)O3)cc1,-69,-0.6,32,-1
C[C@@H]1CN([C@@H](C)CO)C(=O)c2cccc(NC(=O)CCCCCC(=O)Nc3ccccc3N)c2O[C@@H]1CN(C)S(=O)(=O)c1ccc(F)cc1,-92*,-0.1,.,-5

# Some entries already given, limited to KDM4C inh and T cruzi growth.
canonical_smiles | KDM4C inh | T cruzi growth
COc1ccc(S(=O)(=O)Nc2ccc3c(c2)C(=O)N([C@@H](C)CO)C[C@@H](C)[C@H](CN(C)C(=O)Cc2ccccc2)OCCCC[C@@H](C)O3)cc1 | 0.5 | 73
O=C(C[C@H]1C[C@H]2c3cc(NC(=O)CC4CC4)ccc3O[C@H]2[C@@H](CO)O1)NCc1cc(F)ccc1F | -0.9 | 0

# Screening data deposited in PubChem BioAssay by Broad Institute.
